# Thrombin inh: human alpha-thrombin inhibitors, primary screen, counter-screen for coagulation protease inhibitor project, biochemical, 1536-well, fluorogenic AMC substrate; AID 1046, 2008; Boc-VPR-AMC fluorogenic substrate cleavage; Prothrombin (Homo sapiens), P00734; actives 0.26% (n = 220,000); inhibition, % at 5 µM;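 active means inhibition at or above 40%; inactive means inhibition below 40%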;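 further: 0% = enzyme with no compound and 100% = wells without enzyme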
#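 System – human alpha-thrombin protein · Reagent – Boc-VPR-AMC substrate, 15 µM final · Compound – 5 µM single dose in 0.2% DMSO · Schedule – reaction at room temperature · Technique – AMC fluorescence at 355 nm excitation and 460 nm emission · Read-out basis – % inhibition relative to enzyme controls and enzyme-free blanks · Control set – no-compound enzyme wells and no-enzyme blanks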
# EBV gp42 inh: Epstein-Barr virus gp42 inhibitors, primary screen, biochemical, uHTS, fluorescence polarization | Fluorescence polarization binding assay, mP read-out | inhibition, % (tested at 21.74 µM) | actives 0.42% (n = 220,000) | AID 1085, 2008; in the data active means inhibition above about 50%
# Target sequence (Q1HVG2 whole entry, looked up): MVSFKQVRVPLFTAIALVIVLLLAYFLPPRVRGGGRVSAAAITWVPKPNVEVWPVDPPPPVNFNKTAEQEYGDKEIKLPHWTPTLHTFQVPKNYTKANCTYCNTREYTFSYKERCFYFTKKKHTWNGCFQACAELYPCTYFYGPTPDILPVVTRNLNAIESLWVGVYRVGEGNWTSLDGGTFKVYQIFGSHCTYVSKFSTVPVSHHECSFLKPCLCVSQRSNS
# Furin inh: human furin inhibitors, primary screen, biochemical, fluorescence intensity | purified furin, fluorogenic substrate cleavage | AID 463115, 2010 | actives 0.061% (n = 220,000) | inhibition, % at 30 µM; in the data active means inhibition above about 25%; further: inactives centre near -15
# PPC-1+TRAIL kill: compounds killing PPC-1 cancer cells with TRAIL present, primary screen, TRAIL potentiator project, ATPLite luminescence, uHTS; PPC-1 cells + TRAIL, ATPLite viability luminescence; cell killing (% activity), % at 4 µM; actives 0.41% (n = 220,000); AID 1443, 2008;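 active means cell killing above 50% in the first pass at 4 µM, then a duplicate retest at 5 µM averaging 50% or more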;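 further: plate controls were cells with TRAIL plus DMSO for no effect and medium-only wells lacking cells for full effect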
# Tb hexokinase: Trypanosoma brucei hexokinase 1 inhibitors, primary screen, biochemical, G6PDH-coupled NADH absorbance, MLSCN library; AID 1430, 2008; recombinant TbHK1, G6PDH-coupled NADH A340; inhibition, % at 10 µM; hexokinase 1 [Trypanosoma brucei]; actives 0.11% (n = 220,000);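 active means inhibition of 50% or more in the single-dose primary screen; inactive means inhibition below 50%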
# TRPML3 agonist: human TRPML3 channel agonists, primary screen, cell-based, HEK293 TRPML3-YFP, Fluo-8 calcium fluorescence, 3 µM; Mucolipin-3 (Homo sapiens), Q8TDD5; 100% = the carbachol control signal; activation, % at 3 µM; actives 0.29% (n = 220,000); AID 1448, 2008;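 active means activation above its plate's cutoff, the mean activation of the plate's test wells plus 3 SD, cut at about 12% in these data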;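 further: 0% = DMSO only wells and 100% = carbachol wells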
# Target sequence (Q8TDD5 whole entry, looked up): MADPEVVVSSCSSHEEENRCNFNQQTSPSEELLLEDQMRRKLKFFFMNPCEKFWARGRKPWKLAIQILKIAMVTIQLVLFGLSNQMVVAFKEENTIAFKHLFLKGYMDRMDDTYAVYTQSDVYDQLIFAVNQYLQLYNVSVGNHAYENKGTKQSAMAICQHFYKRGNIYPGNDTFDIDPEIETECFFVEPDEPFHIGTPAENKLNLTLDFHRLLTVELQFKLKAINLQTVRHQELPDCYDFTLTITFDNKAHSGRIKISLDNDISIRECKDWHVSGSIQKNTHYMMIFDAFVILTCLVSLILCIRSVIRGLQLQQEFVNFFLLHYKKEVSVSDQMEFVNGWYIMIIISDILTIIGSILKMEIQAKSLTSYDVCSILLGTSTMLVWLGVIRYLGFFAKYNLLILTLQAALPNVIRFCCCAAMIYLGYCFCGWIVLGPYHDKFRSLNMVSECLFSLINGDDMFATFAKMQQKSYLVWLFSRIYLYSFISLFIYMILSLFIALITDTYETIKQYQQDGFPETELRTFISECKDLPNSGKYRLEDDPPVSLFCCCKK
#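 Test system: TRPML3-YFP stable HEK293 cells. Doses: single point at 3 µM. Incubation: dye loading 1 h 37 °C then 30 min ambient, 125 s read. Signal: Fluo-8 calcium dye fluorescence, ex 470-495, em 515-575 nm. Measure: percent activation from peak-to-basal fluorescence ratio, scaled between DMSO and carbachol.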
# Calpain2 inh: inhibitors of pig calpain II, primary screen, biochemical, fluorogenic peptide substrate, 1536-well | purified calpain II, 30 min | AID 1236, 2008 | inhibition, % at 16 µM | actives 0.37% (n = 220,000);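 active means inhibition above about 50%, limit read from the data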
# zfTRPN1 agonist: zebrafish TRPN1 channel agonists, primary screen, cell-based, HEK293, calcium fluorescence | transient receptor potential cation channel N1 (TRPN1/NompC), Danio rerio | HEK293 zebrafish TRPN1-YFP, Fluo-8 calcium fluorescence; 100% = response to 87 µM carbachol | activation, % at 3 µM | actives 0.18% (n = 220,000) | AID 1424, 2008;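 active means activation above its plate's cutoff, the mean activation of test wells on that plate plus 3 SD, cut at about 19% in these data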;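 further: 0% = DMSO alone and 100% = 87 µM carbachol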
#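 Material: zebrafish TRPN1-YFP in HEK293 cells. Doses: one dose of 3 µM, 0.3% DMSO. Incubation: dye 1 h 37 °C plus 30 min RT. Measured by: intracellular calcium fluorescence with Fluo-8.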
# Cl transport mod: KCC2 cotransporter modulators, thallium flux, primary screen, cell-based, HEK293 KCC2, FluoZin-2 fluorescence, MLSMR; Solute carrier family 12 member 5 (Homo sapiens), Q9H2X9; KCC2 cells, thallium flux FluoZin-2 fluorescence; B-score of Tl+ flux slope (higher = more flux/activation; lower = inhibition) at 10 µM; actives 2.2% (n = 190,000);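 active means thallium flux slope and its plate-corrected score both differing from the plate sample mean at a set confidence after two filtering rounds, in either direction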;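 further: slope of fluorescence scaled to starting intensity during 10 to 20 s after thallium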
# * marks the source's active call; other numbers are inactive results; i = inactive; x = no result given; & = joins results of further samples; [ ] = another dose, or the depositor's remark.
SMILES,Thrombin inh,EBV gp42 inh,Furin inh,PPC-1+TRAIL kill,Tb hexokinase,TRPML3 agonist,Calpain2 inh,zfTRPN1 agonist,Cl transport mod
Cc1cc(C)n2c(SCC(=O)N3CCN(S(=O)(=O)c4ccc(Cl)cc4)CC3)nnc2n1,1,-20,-16,-2,6,-0.1,-101,2.7,-0.18
Cc1cc(C)cc(Cn2ncc(Cl)c(Cl)c2=O)c1,-3,-10,-26,20,2,0.1,-20,-1.3,-0.56
CC1CCCCN1CCNC(=O)C1CCN(S(=O)(=O)N2CCCCC2)CC1 (centres undefined),-10,-13,-28,0,-3,0.8,-2,2.0,x
CC(/C=C/c1ccccc1)=N/NC(=O)CNC(=O)c1ccc2c(c1)OCO2,-2,-3,-16[20 µM],16,0,0.0,3,-1.3,0.35
Cc1nn(Cc2cccc(C(=O)NCC(C)C)c2)c(C)c1Br,-1,-12,-16[20 µM],1,0,0.6,-2,0.4,1.3
Cc1cc(=O)[nH]c(N)n1,4,-12,-12,15,-5,1.0,13,-1.0,1.7
C=CCOc1ccc2ccccc2c1/C=N/O,4,-13,-27[20 µM],14,-8,-0.3,-15,-1.5,-1.1
COc1c(O)ccc(/C=N/NC(=O)c2ccc3c(c2)OCCO3)c1[N+](=O)[O-],-3,-6,-12,10,-37,-0.4,5,2.3,x
O=C1c2ccccc2C(=O)N1CCSC(=S)N1CCOCC1,-4,-306,-14[20 µM],18,0,-0.1,-11,1.0,0.79
O=C(Cn1cnc2ccccc21)N/N=C/c1ccccc1,-5,-2,-24,20,3,0.9,-6,1.4,0.096
CCNc1nc(NCC)nc(Oc2ccc(C(=O)OC)cc2)n1,-3,-17,-23,19,-14,0.7,5,-0.3,0.94
CCN1CCN(C(=O)c2ccc(COc3ccc(Cl)cc3)o2)CC1,3,0,-20[20 µM],-12,3,0.3,2,1.4,-1
O=C(Nc1ccccc1)C1=C[C@@H](c2ccc(Br)cc2)C[C@@H](OCc2ccc(CO)cc2)O1,-7,2,-21,8,6,-0.6,22,0.1,-0.0043
O=S1(=O)C=C(SCCN2CCCCC2)c2ccccc21,2,8,-14,20,-3,1.3,-28,0.8,x
COc1ccc(/C=C2\Oc3cc(OC(=O)N4CCOCC4)ccc3C2=O)cc1,4,-17,2,5,-21,0.7,-24,-0.2,-0.38
COc1ccc(Oc2nc(-c3ccccn3)ncc2OC)cc1,7,-17,0,23,13,0.5,27,1.1,x
CSc1ccccc1NC(=O)c1ccccn1,1,-6,-21,2,-2,-0.4,-5,-3.4,-0.33
Cc1ccnc2ccc(-c3nc4ccccc4o3)cc12,-1,x,-27,25,-18,0.3,x,-0.4,x
O=C(Nc1ccc2sc3ccccc3c(=O)c2c1)c1ccccc1Cl,0,-5,-18,31,4,-0.6,-19,1.6,-2.2
CC(C)Oc1ccc(C(CC(=O)NCCCN(C)C)c2ccc(F)cc2)cc1 (centres undefined),-8,0,-12,-1,7,1.0,16,1.5,-0.87
COc1ccc(NC(=O)Nc2ccccc2F)c([N+](=O)[O-])c1,4,11,-22,18,-2,0.5,6,-0.5,0.35
CC1=C(C(=O)NCc2ccccc2)C(c2ccc(C)o2)n2ncnc2N1 (centres undefined),1,-9,-30,-3,-10,-0.1,-22,0.4,x
O=C(NC(=S)N1CCN(c2ccc(F)cc2)CC1)c1cccs1,-9,-2,-19,-3,-10,0.3,5,-1.2,32*
CCOC(=O)C(CC(=O)O)NCc1ccco1 (centres undefined),-3,-14,-22,9,-2,1.3,-19,3.2,-0.012
COC(=O)[C@@H](NC(=O)O[C@H]1C(=O)c2ccc(OC)cc2O[C@@H]1c1ccc2c(c1)OCO2)C(C)C,-4,-1,-12,7,-1,0.1,3,0.2,0.023
Cn1ccc(-c2ccccc2)c(C#N)c1=O,1,-4,-21,-7,-19,1.1,-95,0.0,-0.027
N#C/C(=C(/O)CN1CCCCC1)c1nc(-c2ccc(Cl)cc2)cs1,4,-8,-11[20 µM],9,-15,0.0,19,0.0,x
CCCOc1ccc(C(=O)Nc2ccccc2[N+](=O)[O-])cc1,x,x,-22[20 µM],x,0,-0.2,x,3.6,x
NC(=O)Cc1nc(-c2ccccc2)cs1,-3,3,-17,-12,-2,0.8,15,1.6,0.75
CCC(=O)N1CCN(c2ccnc3cc(Cl)ccc23)CC1,-3,-12,0,-6,-17,-0.2,-14,-0.7,0.014
Cc1nc2ccc(NC(=O)c3cccc(S(=O)(=O)N4CC(C)OC(C)C4)c3)cc2s1 (centres undefined),5,-14,-7[20 µM],-10,-16,0.1,-9,0.1,1.2
CCOc1cc2[nH]c(=S)n(CCN3CCCCC3C)c(=O)c2cc1OCC (centres undefined),6,4,-9,10,-16,0.2,20,-1.3,-0.42
Cc1cc(-c2ccc(C(=O)O)s2)cnc1N,-45,-1,-11,5,-26,0.6,i,1.2,-0.3
Cc1cccc(N2C(=O)CN(Cc3cccs3)C2=S)c1,-6,-5,-23,-7,5,-1.2,25,-0.4,0.32
CC(=O)c1cc(-c2nc3ccccc3n2C)n(C)c1,-6,1,-15[20 µM],-4,-3,-0.4,15,-0.2,x
Cc1cccc(NC(=O)C(=O)NCC2CCCO2)c1 (centres undefined),-3,-19,-21,9,1,0.4,-22,0.7,0.52
O=C(NCCCNC(=O)C(F)(F)C(F)F)C(F)(F)C(F)F,-6,-6,-10,-18,7,0.0,7,1.3,-0.43
CCOC(=O)c1sc(NC(=O)CN(CC(C)C)CC(C)C)c(C(=O)OCC)c1C,0,-26,-12[20 µM],23,3,0.2,14,0.3,-0.0057
O=C1C2CC=C(Cl)CC2C(=O)N1CC1Cc2ccccc2CO1 (centres undefined),-4,44,-30,14,3,0.1,-11,0.8,-0.13
Cc1ccc(/C=N/NC(=O)CSc2nnc(-c3ccccc3)n2-c2ccc(Cl)cc2)o1,-6,-22,-14,1,-10,-0.4,-11,0.9,-1.7
Nc1nc2ccccc2n1C(=O)c1ccccc1,-7,-12,-28,62*[5 µM],-1,0.5,-3,0.9,0.4
Nc1csnc1C(=O)O,-4,-14,-11,17,-7,1.1,-24,0.9,0.74
CNC(=S)N(Cc1cccs1)Cc1cc2cc(OC)ccc2[nH]c1=O,-5,-12,-23,7,-3,-0.1,-1,0.1,-1.8
O=C(Nc1ccccc1C(F)(F)F)c1ccccc1Br,1,-1,-9,15,-5,0.4,-23,-0.3,-0.46
O=C(C1CC1)N1CCN(c2ccnc3cc(Cl)ccc23)CC1,-2,-1,-5,-1,-7,0.5,-23,-2.5,-0.82

# 6 entries drawn at random from those above, as already listed:
SMILES,Thrombin inh,EBV gp42 inh,Furin inh,PPC-1+TRAIL kill,Tb hexokinase,TRPML3 agonist,Calpain2 inh,zfTRPN1 agonist,Cl transport mod
CCOC(=O)C(CC(=O)O)NCc1ccco1 (centres undefined),-3,-14,-22,9,-2,1.3,-19,3.2,-0.012
CCC(=O)N1CCN(c2ccnc3cc(Cl)ccc23)CC1,-3,-12,0,-6,-17,-0.2,-14,-0.7,0.014
CCOC(=O)c1sc(NC(=O)CN(CC(C)C)CC(C)C)c(C(=O)OCC)c1C,0,-26,-12[20 µM],23,3,0.2,14,0.3,-0.0057
Cc1cc(=O)[nH]c(N)n1,4,-12,-12,15,-5,1.0,13,-1.0,1.7
Cc1cc(C)cc(Cn2ncc(Cl)c(Cl)c2=O)c1,-3,-10,-26,20,2,0.1,-20,-1.3,-0.56
COc1c(O)ccc(/C=N/NC(=O)c2ccc3c(c2)OCCO3)c1[N+](=O)[O-],-3,-6,-12,10,-37,-0.4,5,2.3,x

# Complete entries, looked up by structure:
# O=C1C2CC=C(Cl)CC2C(=O)N1CC1Cc2ccccc2CO1 (centres undefined) in the list: Thrombin inh = -4; EBV gp42 inh = 44; Furin inh = -30; PPC-1+TRAIL kill = 14; Tb hexokinase = 3; TRPML3 agonist = 0.1; Calpain2 inh = -11; zfTRPN1 agonist = 0.8; Cl transport mod = -0.13
# Cc1cc(-c2ccc(C(=O)O)s2)cnc1N in the list: Thrombin inh = -45; EBV gp42 inh = -1; Furin inh = -11; PPC-1+TRAIL kill = 5; Tb hexokinase = -26; TRPML3 agonist = 0.6; Calpain2 inh = i; zfTRPN1 agonist = 1.2; Cl transport mod = -0.3
# CCOC(=O)c1sc(NC(=O)CN(CC(C)C)CC(C)C)c(C(=O)OCC)c1C in the list: Thrombin inh = 0; EBV gp42 inh = -26; Furin inh = -12[20 µM]; PPC-1+TRAIL kill = 23; Tb hexokinase = 3; TRPML3 agonist = 0.2; Calpain2 inh = 14; zfTRPN1 agonist = 0.3; Cl transport mod = -0.0057

# More structures.
SMILES,Thrombin inh,EBV gp42 inh,Furin inh,PPC-1+TRAIL kill,Tb hexokinase,TRPML3 agonist,Calpain2 inh,zfTRPN1 agonist,Cl transport mod
COCCNC(=S)N(CCc1c(C)[nH]c2ccc(F)cc12)Cc1cccs1,-9,2,-11,-2,-7,1.2,5,-0.5,-0.27
CCC(=O)N1c2ccccc2NC2=C(C(=O)CCC2)C1c1ccc(N(C)C)cc1 (centres undefined),14,6,-10,4,-53,-0.4,15,0.5,x
CN(CCO)c1cnccn1,-1,13,-27,11,-9,0.0,-38,1.2,-0.02
CCCOC(=O)c1c(NC(=O)CSc2nc(-c3ccco3)cc(C(F)(F)F)n2)sc(C(=O)OC)c1C,-6,-11,-18[20 µM],0,-40,0.6,-48,-0.4,x
CC(=O)Cc1nsc(Nc2cccc(C)c2)n1,-2,-12,-20,14,0,0.0,-17,1.5,0.9
CN1CCN(S(=O)(=O)c2cccc([N+](=O)[O-])c2)CC1,x,x,-30[20 µM],x,-5,0.3,x,1.0,0.2
CC(=O)N1CCc2cc(S(=O)(=O)CCC(=O)NCc3cccs3)ccc21,3,-18,-25,25,-5,0.3,-22,-0.2,x
Cc1c(N=Cc2c(O)n(Cc3ccco3)c(=O)c3ccccc23)c(=O)n(-c2ccccc2)n1C,-2,4,-17[20 µM],4&24,-16,-0.9,-60,-1.9,x
N#CCCN(C(=O)CSc1nc2nc(-c3cccs3)cc(C(F)(F)F)c2c(=O)[nH]1)c1ccccc1,-12,-3,-9,-3,-2,0.9,-28,-0.5,0.56
CN(C)c1ccc(NC(=O)N2CCOCC2)cc1,-9,-3,-10[20 µM],16,-7,0.8,-10,-0.8,-0.18
Nc1[nH]n2c(=O)cc(-c3ccccc3)nc2c1N=Nc1ccc(S(N)(=O)=O)cc1,2,-8,-27,6,-5,-0.1,-133,1.1,-0.089

# Screening results deposited in PubChem BioAssay by several laboratories.
